# Source: PubChem
# TDP2 absorb – blocks human TDP2 phosphodiesterase activity | O95551 | recombinant TDP2, T5PNP hydrolysis, p-nitrophenol absorbance 415 nm | inhibition, % at 12.8 µM | hit rate 0.34% among 370,000 | AID 720702;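 active = inhibition above the mean of all tested compounds plus 3 SD, set per campaign, cut at about 25% in these data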;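 also: 0% = DMSO with enzyme and 100% = buffer with substrate but no TDP2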
#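 test system = human TDP2 enzyme | input = TDP2 enzyme at 120 nM final | medium = 50 mM Tris-HCl pH 7.5 with Mg2+, KCl, DTT, BSA | also added = T5PNP substrate, 5 mM | times = 2 h at 37 °C | technique = epi absorbance | benchmarks = high control without enzyme, low control DMSO plus TDP2 | replication = each compound tested once, singlicate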
# LEDGF integ inh – blocks HIV-1 LEDGF/p75-dependent DNA integration | TR-FRET IN-LEDGF/p75 DNA integration, Eu/Cy5 | hit rate 0.64% among 370,000 | inhibition, % at 3.7 µM;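 active = inhibition above the screen-wide mean plus 3 SD, cut at about 13% in these data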;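 also: signal is the Cy5 over europium emission ratio at 671 and 618 nm; 0% = plate median of compound wells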
# SIAE inh – blocks human sialic acid acetylesterase; inhibition, % at 9.66 µM; SIAE FP-Rh probe binding, fluorescence polarization; hit rate 0.69% among 370,000; Q9HAT2;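 active = inhibition above a cutoff: mean of compounds within the control limits plus 3 SD of those, cut at about 17% in these data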;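 also: 0% = plate median of compound wells and 100% = probe without SIAE protein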
# ABHD4 inh – inhibits mouse alpha/beta hydrolase domain 4; Q8VD66; purified mABHD4, FP-Rh probe fluorescence polarization; inhibition, % at 8.92 µM; hit rate 0.54% among 370,000;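 active = inhibition exceeding the mean over every tested compound plus 3 SD, cut at about 30% in these data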;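 also: 0% = plate median of compound wells and 100% = S159A mutant with DMSO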
#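 Assay system: wild-type mouse ABHD4 protein; compound: single nominal dose of 8.92 µM, 0.89% DMSO final; schedule: 45 min + 60 min at 25 °C; measured by: FP readout, ex 525 nm / em 598 nm; evaluation: % inhibition of FP-Rh probe binding versus controls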
# PG9 binder – PG9 antibody binding by small molecule; TR-FRET gp120-PG9 antibody binding; inhibition, % at 6.7 µM; hit rate 0.43% among 360,000; AID 624416; in the data active = inhibition above about 8.5%
# rCAG binder – binds r(CAG) RNA repeats; r(CAG) RNA repeat, TO-PRO-1 dye displacement fluorescence; inhibition, % at 3 µM; hit rate 1.3% among 370,000;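 active = inhibition above the plate cutoff, the mean of all test compounds on that plate plus 3 SD, cut at about 35% in these data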;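 also: 0% = DMSO alone and 100% = 100 µM mitoxantrone as full dye displacement; higher means more dye released from RNA so lower well fluorescence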
# PRMT1 FP inh – blocks human protein arginine methyltransferase 1; Q99873; recombinant PRMT1, activity-based probe fluorescence polarization; inhibition, % at 2.79 µM; hit rate 1.3% among 370,000;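 active = inhibition above about 21% made by adding two undisclosed values, limit read from the data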
# Target sequence (Q99873 whole entry, looked up): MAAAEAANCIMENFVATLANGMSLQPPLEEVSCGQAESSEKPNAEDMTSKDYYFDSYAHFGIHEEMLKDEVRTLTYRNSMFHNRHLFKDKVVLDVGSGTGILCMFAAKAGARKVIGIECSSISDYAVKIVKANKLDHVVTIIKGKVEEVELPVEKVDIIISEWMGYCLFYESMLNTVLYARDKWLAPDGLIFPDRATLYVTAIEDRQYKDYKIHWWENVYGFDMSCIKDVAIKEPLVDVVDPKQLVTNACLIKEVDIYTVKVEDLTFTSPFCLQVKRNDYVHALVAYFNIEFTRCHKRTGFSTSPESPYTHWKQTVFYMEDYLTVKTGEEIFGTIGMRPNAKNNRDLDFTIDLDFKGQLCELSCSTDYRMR
# TCR CD3 inh – human TCR-CD3 binding inhibition | TAMRA-labeled TCR probe fluorescence, biochemical | inhibition, % at 9.4 µM | hit rate 0.37% among 360,000 | AID 651800; in the data active = inhibition above about 19%;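 also: recombinant mutant TCR 2C K166C tagged with TAMRA read by polarization; 0% = receptor in buffer alone and 100% = receptor with positive control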
# NR1D1 modulator – modulates human Rev-erb alpha binding to DNA | Rev-erbα–FITC-DNA binding, fluorescence polarization, 90 min | activity, % at 10 µM | hit rate 0.79% among 370,000;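 active = activity above about 14%, limit read from the data; passing the limit was not always enough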;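 also: 0% = DMSO wells with 35 nM protein and 100% = DMSO wells with 750 nM protein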
# HTRA1 inh – inhibitors of human serine peptidase HTRA1. Q92743. inhibition, % at 5.96 µM. recombinant HTRA1, FP-rhodamine activity-based probe, fluorescence polarization. hit rate 0.5% among 340,000; in the data active = inhibition above about 36%;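 also: 0% = enzyme with DMSO and 100% = wells lacking enzyme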
# Target sequence (Q92743 whole entry, looked up): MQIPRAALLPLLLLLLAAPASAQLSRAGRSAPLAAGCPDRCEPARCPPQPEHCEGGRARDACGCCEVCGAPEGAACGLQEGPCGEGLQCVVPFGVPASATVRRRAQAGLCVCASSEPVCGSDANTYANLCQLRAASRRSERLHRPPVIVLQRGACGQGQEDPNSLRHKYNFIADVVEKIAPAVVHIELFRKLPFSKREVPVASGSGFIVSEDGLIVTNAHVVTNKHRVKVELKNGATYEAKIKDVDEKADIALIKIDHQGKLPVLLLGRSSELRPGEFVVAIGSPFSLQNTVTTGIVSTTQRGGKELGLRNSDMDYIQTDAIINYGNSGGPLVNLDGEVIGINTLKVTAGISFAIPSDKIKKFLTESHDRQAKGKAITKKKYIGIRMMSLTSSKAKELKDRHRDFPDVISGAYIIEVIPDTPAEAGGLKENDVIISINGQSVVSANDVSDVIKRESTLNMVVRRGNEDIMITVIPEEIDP
# * hit, by the source's call; / = not tested or not shown. Some of the compounds tested (hit frequency here may not be typical).
compound	TDP2 absorb	LEDGF integ inh	SIAE inh	ABHD4 inh	PG9 binder	rCAG binder	PRMT1 FP inh	TCR CD3 inh	NR1D1 modulator	HTRA1 inh
CC(C)(C)OC(=O)N1CC=C2C(C#N)=C(N)C(C#N)(C#N)C(c3cccs3)C2C1 (stereo unspecified)	-1.4	6.4	7.1	2.9	-1.5	-2.1	2.0	6.3	6.6	-9.6
CCC[C@H]1[C@@H](OC(=O)NCc2ccccc2Cl)CC[C@@]23CCCN2C(=O)CCC[C@@H]13	3.1	0.9	-3.8	4.2	/	/	-2.9	/	0.1	/
CC1(C)OC2OC(C(=O)N/N=C/c3cc(Br)ccc3O)C3OC(C)(C)OC3C2O1 (stereo unspecified)	2.3	-8.5	0.8	-2.9	0.0	0.0	0.2	-1.0	-0.7	-7.1
COc1ccc(C2CC(c3ccccc3)Nc3nc(NC(=O)c4ccco4)nn32)cc1 (stereo unspecified)	-0.4	-2.0	-3.2	-2.2	0.0	0.0	0.6	0.6	0.2	1.2
Cc1ccc(-c2cc(C(=O)NCC(c3ccccc3)N(C)C)c3ccccc3n2)o1 (stereo unspecified)	4.3	-0.8	-2.8	-1.7	0.5	0.8	1.4	-0.8	2.6	0.6
COc1ccccc1C1=NC(c2ccccc2)CN1c1ccccc1 (stereo unspecified)	0.5	2.9	7.5	-3.3	3.1	-2.3	-2.0	0.6	11.8	-6.0
O=C(C[C@H]1C(=O)N(C2CCCCC2)C[C@@H]1c1ccccc1)Nc1ccc(Br)cc1	6.2	10.5	-5.5	4.9	1.7	8.2	-0.8	0.7	-4.2	-21.8
CC1CN(C(=O)CCC(=O)NCCCN2CCN(Cc3ccccc3)CC2)c2cc(Cl)ccc2O1 (stereo unspecified)	15.0	2.1	-6.0	-0.3	-1.3	-6.6	-4.5	1.5	4.1	7.8
O=C(c1ccccc1Cl)N1CCc2ccccc2C1	-3.1	-2.5	-5.4	-15.6	-0.5	-5.3	4.3	-3.8	8.4	-0.2
Cc1nc2ccccc2c(=O)n1CCN1CCOCC1	4.8	-0.3	-0.5	2.1	-2.1	0.2	-2.2	-0.2	-3.2	1.1
NNC(=O)COc1ccccc1[N+](=O)[O-]	3.8	1.6	8.6	-5.4	-2.1	-1.7	-3.0	4.2	1.6	-2.9
CCCCNC(=S)N1CCN(c2nc3ccccc3s2)CC1	-6.1	0.3	-3.2	-7.7	0.3	-1.1	1.0	6.8	-2.0	-10.6
CCOC(=O)c1c(/N=C/c2cccc([N+](=O)[O-])c2O)sc2c1CCC2	-4.5	-0.9	2.9	16.4	-1.1	13.6	10.1	7.7	-0.1	10.9
Cc1cc(-c2cc(C)c(N)cc2C)c(C)cc1N	7.9	13.5*	5.7	-0.5	0.6	1.5	1.3	10.3	1.4	-1.3
COCCNC(=O)C(c1cccnc1)N(Cc1ccc(C)cc1)C(=O)Cn1nnc2ccccc21 (stereo unspecified)	5.8	-2.7	7.8	2.7	-1.0	-7.0	-5.2	6.0	-0.4	2.8
COc1cccc2c(=O)n(CC(=O)N3CCCCC3)ccc12	-4.8	4.2	7.2	-6.2	1.2	2.5	-8.1	-8.9	6.5	-2.6
CCCC(=O)N1CCC[C@]2(CC[C@@H](CCC(=O)N(CC)CC)O2)C1	6.3	-0.7	-2.3	2.3	/	-2.2	-0.5	/	-4.0	/
COc1ccc(CN(C(=O)COc2ccc(C)c(C)c2)C2CCS(=O)(=O)C2)cc1OC (stereo unspecified)	-1.3	-2.5	-5.5	-3.8	-1.0	0.6	-1.8	6.0	-1.7	4.6
CC(C)CCC(C)N=Cc1c(O)n(Cc2ccccc2)c(=O)c2ccccc12 (stereo unspecified)	-0.8	1.3	-8.0	-4.6	-2.4	-0.2	1.9	3.9	-0.4	-52.1
O=C(O)c1ccc(NC2OC[C@@H](O)[C@H](O)[C@H]2O)cc1 (stereo partly specified)	6.7	18.1*	-1.5	14.4	-1.8	3.7	4.8	4.5	0.1	1.0
Cn1nnnc1SCC(=O)Nc1ccccc1Cc1ccccc1	-0.8	0.2	-3.6	1.9	-0.4	-0.3	-0.2	0.7	-4.2	-2.6
Cc1cc(OC(C)C)c2c(-c3ccccc3)cc(=O)oc2c1	3.0	-2.0	1.3	-10.2	-2.3	-3.5	-2.3	-0.7	5.5	-33.0
CC(C)Cn1c(N)c(C(=O)CSc2nnc(-c3ccco3)n2C)c(=O)n(C)c1=O	-0.2	0.2	-7.2	1.0	-3.2	2.5	-2.8	4.9	3.4	3.4
O=C(CCNS(=O)(=O)c1ccc2[nH]c(=O)oc2c1)NCc1ccc(F)cc1	2.5	-2.7	10.4	2.6	1.1	0.3	0.7	-6.0	-8.9	-0.3
CS(=O)(=O)c1ccccc1C(=O)Nc1ccc2sccc2c1	-5.2	-3.0	5.6	-2.9	-1.7	2.5	0.0	4.7	-4.5	1.5
COC(=O)C1C(O)=C(C=Nc2ccccc2)C(=O)CC1(C)C (stereo unspecified)	2.2	0.9	10.4	0.7	-2.0	-4.7	0.3	1.1	6.3	3.7
O=C(C[C@@H]1C/C=C\C[C@H](NC(=O)OCC2c3ccccc3-c3ccccc32)C(=O)OC[C@@H]2CCCN2C1=O)N[C@H](CO)Cc1ccccc1	-1.2	0.9	0.3	3.6	0.2	0.3	-1.1	1.1	2.0	8.1
CCCCNC(=O)CSc1nc2ccccc2c(=O)n1C1CCCC1	4.0	1.3	-3.1	-4.5	-1.1	-7.5	-1.3	5.6	-1.7	-0.5
C=CCOC(=O)COc1ccc2c(C)c(C)c(=O)oc2c1C	-2.2	0.3	0.5	-4.0	-0.2	-4.2	-2.9	2.5	-4.2	-6.1
Cc1c(-c2ccc(F)cc2)nc(N)c(C#N)c1-c1cccs1	5.5	-0.7	1.7	-3.1	-0.3	-1.6	1.6	10.1	78.0*	-5.3
COc1ccc(C(=O)Cc2cc(OC)c(OC)cc2[N+](=O)[O-])cc1	3.9	2.2	2.0	4.2	-0.6	-2.2	-1.8	1.3	-1.3	0.6
COc1ccc(Cl)cc1NC(=O)CN(C)C(=O)c1cc2ccccc2cc1O	0.9	-2.8	1.1	-11.0	-1.2	11.9	-5.5	5.1	-2.1	-23.1
O=C(Cc1ccccc1)OCC(=O)c1cccc([N+](=O)[O-])c1	-13.9	1.6	0.8	-7.7	-0.2	6.1	0.9	-1.3	1.6	-3.0
CC1(C)CC(CC(=O)Nc2nccs2)(c2ccccc2)CCO1 (stereo unspecified)	-6.8	-0.9	-1.9	2.4	-2.4	-3.8	0.9	4.7	0.2	-1.5
Cc1cccc(Nc2nccc(N(C)C)c2C#N)c1	5.3	-1.7	0.4	-1.4	-0.5	0.3	-1.0	0.8	-3.3	/
CC(C)Nc1ncnc2c1ncn2[C@H]1CN(C2CCCC2)C[C@@H](CO)O1	4.1	2.4	9.7	3.3	1.9	-1.3	-1.5	-3.8	-2.0	/
CCCCCN(C(=O)NC(=O)Nc1ccc(C)cc1)S(=O)(=O)c1ccccc1	4.0	-0.9	-2.2	-8.5	-1.1	21.9	-2.1	1.3	4.2	-18.1
Cc1ccc(C)c(S(=O)(=O)NCc2ccc(C(=O)NCc3ccccn3)cc2)c1	-9.4	-3.1	-9.0	-2.1	-1.1	-4.1	-0.8	3.0	-0.9	-10.0
O=C(NN1C(=O)C2C3C=CC(C3)C2C1=O)C(O)c1ccccc1 (stereo unspecified)	-14.7	1.3	-2.5	-0.8	-1.9	-4.2	-8.1	-2.6	0.6	-1.2
CCc1noc(C)c1C(=O)Nc1nc(-c2ccccc2)c(C(C)=O)s1	-0.3	2.6	-12.3	-7.9	0.3	4.3	0.1	6.2	-1.3	0.5
Cc1ccsc1C(=O)N1CCCC(CCC(=O)N2CCN(c3ccccn3)CC2)C1 (stereo unspecified)	-0.9	-1.4	0.0	-0.5	0.7	-6.4	3.8	4.3	-5.0	-5.6
O=c1c2ccccc2sc2nc(C3CCCCC3)n(Cc3ccco3)c(=O)c12	-3.4	0.1	-17.7	-32.4	0.3	5.5	17.9	1.2	-3.6	-20.2
Cc1nccn1CCOc1ccc(Cl)cc1	9.0	-4.2	-7.3	15.2	-0.4	13.6	1.3	-6.2	2.6	-6.0
COc1ccc(N2CCN(C3CCCN(C(=O)c4ccoc4)C3)CC2)cc1 (stereo unspecified)	3.5	-5.0	3.0	3.6	-1.7	-7.2	-1.2	-1.1	0.9	7.9
COC(=O)[C@]12C[C@H](CC(=O)NCCCCc3ccccc3)C(=O)N(Cc3ccc4c(c3)OCO4)C1=C[C@H](C(C)C)O[C@@H]2C1CC1	-10.1	-3.5	-2.3	-2.7	/	5.5	0.2	/	0.5	/
CCC(C)NC(=O)CCCc1ccccc1 (stereo unspecified)	0.2	3.0	0.9	8.5	3.1	0.0	-1.9	5.0	-5.9	6.8
C#CCNC(=O)C[C@@H]1C[C@]2(C(=O)OCC)CCC3=C2N(CCC3)C1=O	-0.6	2.1	1.9	1.5	/	0.6	-3.2	/	-5.2	/
O=C(Nc1nccs1)c1ccc(COc2ccccc2)o1	-2.4	1.0	0.0	2.5	9.3*	0.6	-0.6	-1.6	8.3	5.0
COc1cccc(C(c2sc3ncnn3c2O)N2CC(C)OC(C)C2)c1 (stereo unspecified)	1.1	-2.4	-2.9	0.1	-1.2	1.0	-1.2	1.2	-1.3	-5.1
COc1ccccc1NC(=O)c1ccc(NC(=O)CN2CCCC2)cc1	7.8	0.4	-0.7	-3.2	1.0	-3.4	0.5	2.7	5.5	-10.1
Cc1ccsc1/C=N/Nc1ccc(Cl)nn1	-17.3	4.5	2.7	0.4	-1.3	7.6	-4.8	5.4	1.5	-0.8
CCNC(=O)CSc1nnc(-c2cccc(S(=O)(=O)N(CC)CC)c2)n1CCc1ccccc1	-13.7	-0.3	-0.7	12.7	-0.5	-8.4	0.6	-2.4	-0.8	3.5
O=C(/C=C/c1c(Cl)nc2ccccn12)N1CCN(c2ccccc2F)CC1	-17.7	-2.7	-6.1	-0.9	0.1	-3.2	-2.2	8.8	0.2	-9.0
OC[C@@H]1CN(Cc2ccc3c(c2)OCO3)C[C@H](n2cnc3c(NCc4ccncc4)ncnc32)O1	-0.7	1.1	0.0	0.2	-0.3	3.4	-2.0	-5.2	-0.2	/
COc1ccc(OC)c(S(=O)(=O)N2CCN(c3ncccn3)CC2)c1	4.2	-4.3	2.1	0.1	0.2	-0.6	2.9	-0.2	-1.3	3.4
CCOC(=O)N1CCN(C(=O)c2ccc3nc(C)sc3c2)CC1	-5.5	0.4	6.7	-1.2	-3.8	-2.3	4.2	2.1	10.0	-1.4
